# DAX1 inh-1: blocks DAX1 repression of SF-1 activated StAR promoter. AID 652010. inhibition, % at 6.8 µM. HEK293T StAR-luciferase reporter, SF-1/DAX-1 repression relief. actives 1.1% (n = 370,000);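 active = inhibition above the mean over all tested compounds plus 3 SD, cut at about 3.6% in these data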;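 note: 0% = DAX-1 cells with DMSO and 100% = cells lacking DAX-1 with DMSO; higher inhibition means more luminescence from relief of DAX-1 repression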
# MBD2 inh: inhibitors of human MBD2 binding to methylated oligonucleotide | actives 0.31% (n = 370,000) | inhibition, % at 4.4 µM | TR-FRET | Q9UBB5; in the data active = inhibition above about 13%
# PLC-gamma1 inh: inhibitors of human phospholipase C gamma1. P19174. purified PLC-gamma1, fluorogenic substrate, fluorescence. inhibition, % at 12.2 µM. actives 0.84% (n = 370,000). AID 720700; in the data active = inhibition above about 9.5%
# hgDAF-12 ag: agonists of H. glycines DAF-12 nuclear receptor; HEK293 GAL4-hgDAF12 UAS-luciferase reporter, agonist luminescence; normalized to butyrate control; activation, % at 6.8 µM; actives 1.8% (n = 370,000); AID 687014;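 active = activation above a cutoff set at the mean of all screened compounds plus 3 SD, cut at about 10% in these data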;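 note: 0% = DMSO wells and 100% = sodium butyrate wells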
# ssDAF12 agonist: activates DAF-12 receptor from parasite S. stercoralis. HEK293 ssDAF-12/GRIP1 lit1-tk-luc reporter, luminescence; % of 3 µM dafachronic acid response. AID 652126. actives 1% (n = 370,000). activation, % at 6.8 µM;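 active = activation above the mean over all tested compounds plus 3 SD, cut at about 0.9% in these data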;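 note: 0% = DMSO-only wells and 100% = 3 µM delta7-dafachronic acid wells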
# hcDAF12 agonist: activates DAF-12 receptor from parasite H. contortus; activation, % at 6.8 µM; AID 652067; HEK293 hcDAF-12 lit1-tk-luc reporter, luminescence; 0% DMSO, 100% Δ7-dafachronic acid; actives 1.4% (n = 370,000);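 active = activation above the mean of all tested compounds plus 3 SD, cut at about 5.5% in these data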;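 note: 100% = response to 3 µM Δ7-dafachronic acid high control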
# SMARCA2 act: increases SMARCA2 function in MMTV reporter cells; MG213 cells, MMTV-luciferase reporter, dexamethasone, overnight; activation, % at 9.1 µM; actives 1% (n = 370,000); AID 652017; in the data active = activation above about 7.8%;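 note: 0% = vehicle wells and 100% = reference activator wells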
# PLCb3 inh: inhibitors of human phospholipase C beta3 | Q01970 | Purified PLC-beta3, fluorogenic substrate, fluorescence | inhibition, % at 12.2 µM | actives 0.18% (n = 370,000); in the data active = inhibition above about 11%;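 note: 0% = median of compound wells on plate and 100% = full blocker control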
# ADAM17 inh: inhibitors of human ADAM17; inhibition, % at 6.95 µM; AID 720648; recombinant ADAM17, EDANS/DABCYL FRET peptide cleavage; actives 0.83% (n = 370,000); P78536;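 active = inhibition above the mean of compounds lying between control limits plus 3 SD, set per campaign, cut at about 8.5% in these data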;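 note: 0% = DMSO-only wells as the low control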
# DAX1 inh-2: inhibitors of human orphan nuclear receptor DAX1 (NR0B1) | P51843 | inhibition, % at 6.75 µM | AID 504766 | actives 0.99% (n = 340,000) | HEK293 Gal4-DAX1 luciferase reporter, luminescence;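 active = inhibition above the mean over all tested compounds plus 3 SD, cut at about 4.2% in these data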;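 note: 0% = DAX1-transfected cells with DMSO and 100% = empty-vector control cells with DMSO; inhibition shows as a rise in luminescence from relieved DAX1 repression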
# Target sequence (P51843 207-470 limits assumed): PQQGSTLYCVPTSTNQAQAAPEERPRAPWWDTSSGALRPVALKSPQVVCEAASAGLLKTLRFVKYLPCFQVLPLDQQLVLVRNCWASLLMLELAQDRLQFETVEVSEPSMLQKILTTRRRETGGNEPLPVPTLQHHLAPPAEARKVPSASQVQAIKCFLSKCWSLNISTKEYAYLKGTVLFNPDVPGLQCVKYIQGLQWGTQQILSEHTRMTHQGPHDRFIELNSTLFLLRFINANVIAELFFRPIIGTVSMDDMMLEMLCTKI
# Rev-erbA mod: Rev-erb alpha (human) modulation; actives 0.79% (n = 370,000); activity, % at 10 µM; AID 1259318; Rev-erbα–FITC-DNA binding, fluorescence polarization, 90 min; P20393;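 active = activity above about 14%, limit read from the data; passing the limit was not always enough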;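 note: 0% = DMSO wells with 35 nM protein and 100% = DMSO wells with 750 nM protein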
# Target sequence (P20393 whole entry, looked up): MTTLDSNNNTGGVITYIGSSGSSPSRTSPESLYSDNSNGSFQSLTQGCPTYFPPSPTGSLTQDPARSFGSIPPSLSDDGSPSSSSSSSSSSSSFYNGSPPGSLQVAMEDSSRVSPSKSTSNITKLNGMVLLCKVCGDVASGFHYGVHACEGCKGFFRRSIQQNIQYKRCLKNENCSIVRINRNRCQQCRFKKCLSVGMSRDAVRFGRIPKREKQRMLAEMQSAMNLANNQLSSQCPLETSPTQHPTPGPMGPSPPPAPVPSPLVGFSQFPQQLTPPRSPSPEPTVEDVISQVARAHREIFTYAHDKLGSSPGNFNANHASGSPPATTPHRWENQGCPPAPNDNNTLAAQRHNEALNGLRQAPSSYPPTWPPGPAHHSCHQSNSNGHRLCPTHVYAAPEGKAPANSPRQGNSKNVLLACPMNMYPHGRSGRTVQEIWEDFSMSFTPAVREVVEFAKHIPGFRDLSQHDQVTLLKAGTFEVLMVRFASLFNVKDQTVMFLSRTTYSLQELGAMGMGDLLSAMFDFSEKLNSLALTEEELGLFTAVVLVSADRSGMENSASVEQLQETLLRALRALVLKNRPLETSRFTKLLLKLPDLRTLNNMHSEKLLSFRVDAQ
# Numbers without * were called inactive; · = no result given.
SMILES,DAX1 inh-1,MBD2 inh,PLC-gamma1 inh,hgDAF-12 ag,ssDAF12 agonist,hcDAF12 agonist,SMARCA2 act,PLCb3 inh,ADAM17 inh,DAX1 inh-2,Rev-erbA mod
Nc1nc(CN2CCN(c3ccccc3F)CC2)nc(N2CCCc3ccccc32)n1,-0.6,1.1,-5.2,1.2,-2.1,-0.4,1.1,-8.6,-0.9,0.4,-0.6
CC(=O)Nc1ccc(S(=O)(=O)N2CCC(C(=O)NCCc3ccc(Cl)cc3)CC2)cc1,-0.2,-3.0,0.5,-0.8,-0.9,-1.3,-1.2,-1.6,0.5,0.5,-8.1
Cc1cccc(N2C(=O)C(Oc3ccc(Cl)cc3Cl)C2C=O)c1C (stereo unspecified),-1.2,-0.6,6.2,-5.7,-1.9,-0.5,-3.1,9.5,6.6,-2.0,-0.6
CCCCc1c(-c2ccccc2OC)ncn1CCc1ccccc1Cl,-2.3,1.2,2.7,1.9,-1.1,0.4,-5.1,-3.6,-0.1,·,3.1
CC(C)CN(C(=O)C(C)N1C(=O)c2ccccc2C1=O)c1c(N)n(Cc2ccccc2)c(=O)[nH]c1=O (stereo unspecified),-0.5,-7.0,4.5,1.0,-0.6,-0.8,5.3,-1.8,-1.6,1.0,-5.3
CCN(CC)C(=O)c1cc2c(=O)c3cc(Cl)ccc3oc2nc1C,0.4,0.1,-9.3,2.0,-0.1,-0.9,4.5,-8.8,-14.6,0.3,-1.1
O=C(NC1CCCCC1)N1CCN(C(=O)c2ccco2)CC1,-0.5,6.5,2.5,0.2,-1.9,-1.9,-0.2,3.9,-1.8,2.1,3.0
CC1CN(Cc2nc3c(c(=O)[nH]c(=O)n3C)n2CCCc2ccccc2)CC(C)O1 (stereo unspecified),0.1,-2.7,-0.1,0.4,-1.7,-1.4,0.6,2.2,-0.3,0.8,7.8
CCOC(=O)c1ccc(NC(=O)c2n[nH]c(=O)c3ccccc23)cc1,0.2,4.3,2.0,-0.3,-0.5,2.1,1.2,-2.8,-2.6,-0.8,21.0
COc1cc(NC(=O)CSc2nc(=O)n(CCN3CCOCC3)c3c2CCCC3)cc(OC)c1,-1.8,3.9,3.6,-3.2,-1.5,-1.4,-1.9,-2.0,-1.3,-0.3,2.1
O=C(NNc1ccc(F)cc1)c1c(F)cccc1Cl,0.1,0.3,0.2,-0.8,-1.9,0.5,-2.3,-2.6,0.1,2.4,-1.5
COCCNc1nnc(SCC(=O)NC(=O)c2ccc(Cl)cc2)s1,0.1,3.0,0.2,1.4,-1.0,0.1,-0.7,-1.7,-2.1,0.1,1.1
CCOC(=O)c1cccc(NC(=O)CSc2nnc(COc3ccccc3)n2CC)c1,0.1,2.4,1.7,-0.7,-1.4,2.7,-2.4,2.9,1.4,1.4,-2.1
COc1ccc(N2CCN(c3nc(=S)n(-c4ccccc4)c(C)c3C(C)=O)CC2)cc1,-0.1,-4.1,3.0,-1.8,-0.9,-1.3,-2.7,-6.4,2.4,0.1,-1.7
COc1ccc(Br)cc1/C=N/NC(=O)Cn1nnnc1N,0.0,-2.7,-0.8,1.6,-1.6,0.9,-1.8,-5.5,-4.9,1.6,3.7
O=C(Nc1ccc2ccccc2c1)c1cccc(F)c1,2.7,9.3,1.3,13.8*,0.3,8.9*,9.4*,-5.0,-1.7,4.2,0.4
COc1ccc(N(CC(=O)N/N=C/c2ccc(C(=O)O)cc2)S(=O)(=O)c2ccc(NC(C)=O)cc2)cc1,0.0,0.5,3.1,0.0,-1.4,-0.8,1.5,2.6,1.8,2.0,4.3
COc1ccccc1C(=O)NNC(=O)c1cccc(O)c1,2.8,-1.0,-1.1,6.6,2.6*,10.3*,7.5,3.0,-1.0,0.7,-2.6
COc1ccc(S(=O)(=O)N2CCN(C(=O)C3CCCO3)CC2)cc1 (stereo unspecified),-1.6,-4.8,1.0,1.6,-0.4,0.6,0.7,-2.2,-0.4,0.4,-2.2
CC(Sc1n[nH]c(-c2cccs2)n1)C(=O)N1CCCC1 (stereo unspecified),-0.6,2.3,-0.5,0.4,-0.8,2.6,-1.8,2.7,-3.3,0.8,-4.8
COc1ccc2nc(N3CCCC3)[nH]c2c1,0.9,1.2,0.3,3.9,-0.6,-0.5,1.2,0.4,-3.5,0.7,8.4
Cc1ccc(S(=O)(=O)NCC(=O)N(CC(=O)NC(C)(C)C)Cc2cccs2)cc1,0.0,2.4,1.1,2.5,-1.1,-1.5,0.1,-0.6,-7.0,1.2,-1.8
COc1cc(NC(=O)C2CCN(S(=O)(=O)c3cccs3)CC2)c(C(=O)O)cc1OC,0.5,-0.4,-1.1,-1.2,-1.5,0.5,-0.8,-2.8,1.0,1.1,-2.9
CSc1oc(-c2cccs2)nc1S(=O)(=O)c1ccccc1,0.1,1.2,-9.3,0.9,-1.7,0.0,-3.7,-27.5,-5.8,2.1,3.0
Cc1ccc(C)c(Nc2ncccc2C(=O)NCc2cccs2)c1,-0.1,3.7,1.7,-3.3,-1.1,-0.6,-1.6,3.4,5.0,0.1,0.6

# Compound profiles, from the list above. Screens in order: DAX1 inh-1 | MBD2 inh | PLC-gamma1 inh | hgDAF-12 ag | ssDAF12 agonist | hcDAF12 agonist | SMARCA2 act | PLCb3 inh | ADAM17 inh | DAX1 inh-2 | Rev-erbA mod
# `O=C(Nc1ccc2ccccc2c1)c1cccc(F)c1` is listed as 2.7 | 9.3 | 1.3 | 13.8* | 0.3 | 8.9* | 9.4* | -5.0 | -1.7 | 4.2 | 0.4
# `CC(Sc1n[nH]c(-c2cccs2)n1)C(=O)N1CCCC1` (stereo unspecified) is listed as -0.6 | 2.3 | -0.5 | 0.4 | -0.8 | 2.6 | -1.8 | 2.7 | -3.3 | 0.8 | -4.8

# Continued:
SMILES,DAX1 inh-1,MBD2 inh,PLC-gamma1 inh,hgDAF-12 ag,ssDAF12 agonist,hcDAF12 agonist,SMARCA2 act,PLCb3 inh,ADAM17 inh,DAX1 inh-2,Rev-erbA mod
CCn1c(NC(=O)c2cccs2)c(-c2cccs2)c(=O)c2ccccc21,-0.1,0.3,-4.9,-0.2,-1.0,0.8,-0.3,-0.1,-3.3,2.1,-2.6
CCc1ccc(CNC(=O)c2ccc(OC3CCN(C(C)=O)CC3)c(OC)c2)nc1,-0.4,1.7,-3.9,-1.1,-0.4,0.7,0.3,-4.2,-2.5,0.3,-2.4
Brc1cc2c(cc1C1OCCO1)OCO2,0.1,0.8,-0.8,-1.6,-0.5,0.5,-1.6,-0.5,-3.4,0.1,2.3
CCOC(=O)C1CCN(C(=O)CCc2nnc3ccc(N4CCC(C)CC4)nn23)CC1,0.0,-7.4,-3.8,-0.5,-1.2,-1.6,-4.2,-14.4,-6.3,0.7,0.1
CCOC(=O)N1CCC(N(CCOC)C(=O)Nc2ccc(Cl)c(Cl)c2)CC1,-0.5,6.9,-1.1,-1.6,-1.4,-2.1,-0.3,-2.1,-4.4,-0.7,1.8
Cc1cc2nnc(SC(C)C#N)n2c2ccccc12 (stereo unspecified),-0.2,-1.1,-48.4,0.3,-0.6,0.2,-0.6,-67.6,-12.3,-0.3,-3.4
CCn1c(-c2csc(-c3ccc(Cl)cc3)n2)n[nH]c1=S,0.1,-0.8,1.2,0.3,-1.6,0.4,0.1,1.3,-2.5,0.8,11.6
Cc1c(NC(=O)CN2C(=O)NC3(CCC(C)CC3)C2=O)c(=O)n(-c2ccccc2)n1C (stereo unspecified),0.3,3.5,1.4,0.8,-1.9,-1.2,0.7,3.2,-0.8,-1.2,0.3
Cc1cc(C)nc(SCC(=O)Nc2cc(C)on2)n1,0.3,-0.7,3.9,-2.4,-1.6,-0.6,1.9,2.7,1.4,0.4,-0.7
CN(C)S(=O)(=O)c1ccc(Cl)c(NC(=O)COC(=O)C2CSC3(C)CCC(=O)N23)c1 (stereo unspecified),0.4,-0.9,-0.7,0.4,-0.6,1.8,-2.6,0.2,-2.0,-2.3,-4.3
CC1(C)Cc2c(c(-c3ccco3)nc3sc4c(NCCCO)ncnc4c23)CO1,-1.1,1.3,-291.7,-4.5,-1.9,-4.4,10.0*,-407.2,-212.0,3.0,-3.1
CCOC(=O)N1CCN(S(=O)(=O)c2ccc(OC)c(Br)c2)CC1,-0.1,9.0,2.0,-2.0,-0.4,-1.5,-0.1,-6.2,-5.5,1.4,0.8
COc1ccccc1CSc1nc2ccccc2[nH]1,1.4,0.6,8.3,7.6,-1.1,3.8,2.3,5.7,4.6,-0.5,-0.7
COc1ccc(N/C=C/C(=O)c2cc(OC)c(OC)c(OC)c2)cc1,-0.9,2.2,-53.3,1.9,-1.2,-0.7,-2.7,-30.0,2.2,-0.3,0.7
CCN(CC)C(=O)C1CCCN(C(=O)Nc2ccccc2)C1 (stereo unspecified),-0.6,-0.1,1.4,-2.2,-1.7,-2.2,-1.4,0.5,-4.8,1.0,-1.7
S=C(c1c[nH]c2ccc(Br)cc12)N1CCOCC1,-0.3,-3.9,3.7,-4.1,-2.1,-1.9,-0.5,3.8,-1.7,-0.1,-1.0
CC(=O)c1ccc(NC2=C(N3CCOCC3)C(=O)c3ccccc3C2=O)cc1,-0.1,-10.4,-5.0,-0.8,-1.0,0.0,-4.0,-11.0,-15.7,1.1,9.9
Cc1ccc(S(=O)(=O)CCSc2cccc(C(=O)Nc3ccccc3C(=O)O)c2)cc1,1.0,3.9,-1.9,1.3,-0.9,-0.2,-3.8,-9.1,5.0,-0.4,5.2
CCc1ccccc1N1C(=O)C2CC(C)=C(C)CC2C1=O (stereo unspecified),-0.1,-3.9,2.6,-0.6,-1.2,-1.9,-0.3,1.9,-2.0,0.8,-4.3
COc1ccc(C)cc1NC(=O)c1ccc(N(C)S(C)(=O)=O)cc1,-1.4,-0.1,-1.7,0.0,-1.6,-1.6,-1.9,-1.9,-2.6,2.0,-3.0
COc1ccc(-c2cnc3c(NC=O)cc(-c4ccccc4)cn23)cc1OC,-2.0,-1.4,-61.4,-0.4,-0.7,-1.2,13.7*,-77.9,-6.9,·,-0.8
O=C(Cn1cccc1C(=O)c1ccccc1)NCCc1ccccc1,0.0,-6.5,-1.4,-1.5,0.1,-2.7,-0.7,-5.3,1.3,-0.2,-1.5
COc1ccc(NC(=O)C2CCN(S(=O)(=O)c3ccc(OC)c(OC)c3)CC2)c(OC)c1,-0.7,-3.5,5.0,-0.1,-1.2,0.9,3.5,4.2,0.6,0.5,1.6

# Quoted at random: 3 entries already listed, in no set order.
SMILES,DAX1 inh-1,MBD2 inh,PLC-gamma1 inh,hgDAF-12 ag,ssDAF12 agonist,hcDAF12 agonist,SMARCA2 act,PLCb3 inh,ADAM17 inh,DAX1 inh-2,Rev-erbA mod
COc1ccc(N/C=C/C(=O)c2cc(OC)c(OC)c(OC)c2)cc1,-0.9,2.2,-53.3,1.9,-1.2,-0.7,-2.7,-30.0,2.2,-0.3,0.7
O=C(Nc1ccc2ccccc2c1)c1cccc(F)c1,2.7,9.3,1.3,13.8*,0.3,8.9*,9.4*,-5.0,-1.7,4.2,0.4
CCc1ccc(CNC(=O)c2ccc(OC3CCN(C(C)=O)CC3)c(OC)c2)nc1,-0.4,1.7,-3.9,-1.1,-0.4,0.7,0.3,-4.2,-2.5,0.3,-2.4
